Screening results as filed in PubChem.
NPR1 activator: GC-A (human) enzyme activation. P16066. HEK293 GC-A cells, cGMP TR-FRET, EC30 ANP; 0% at EC30 ANP, 100% saturating ANP. activation, % at 10 µM. 370,000 compounds, 0.14% hits. AID 1671463; in the data active = activation above about 40%
SIAE primary: inhibitors of human sialic acid acetylesterase SIAE; Q9HAT2; 370,000 compounds, 0.69% hits; inhibition, % at 9.66 µM; SIAE FP-Rh probe binding, fluorescence polarization;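 active = inhibition above a cutoff: mean of compounds within the control limits plus 3 SD of those, cut at about 17% in these data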;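 note: 0% = plate median of compound wells and 100% = probe without SIAE protein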
GC-B act: GC-B (human) receptor activation; P20594; HEK293-GC-B cells, CNP EC30, cGMP TR-FRET; 0% at EC30 CNP, 100% saturating CNP; activation, % at 10 µM; 370,000 compounds, 0.11% hits; AID 1920062;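 active = activation at 10 µM reaching about 35% in either raw or pattern-adjusted values, limit read from the data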
HTRA1 inh: inhibitors of human serine peptidase HTRA1; recombinant HTRA1, FP-rhodamine activity-based probe, fluorescence polarization; 340,000 compounds, 0.5% hits; Q92743; inhibition, % at 5.96 µM; in the data active = inhibition above about 36%;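 note: 0% = enzyme with DMSO and 100% = wells lacking enzyme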
Target sequence (Q92743 whole entry, looked up): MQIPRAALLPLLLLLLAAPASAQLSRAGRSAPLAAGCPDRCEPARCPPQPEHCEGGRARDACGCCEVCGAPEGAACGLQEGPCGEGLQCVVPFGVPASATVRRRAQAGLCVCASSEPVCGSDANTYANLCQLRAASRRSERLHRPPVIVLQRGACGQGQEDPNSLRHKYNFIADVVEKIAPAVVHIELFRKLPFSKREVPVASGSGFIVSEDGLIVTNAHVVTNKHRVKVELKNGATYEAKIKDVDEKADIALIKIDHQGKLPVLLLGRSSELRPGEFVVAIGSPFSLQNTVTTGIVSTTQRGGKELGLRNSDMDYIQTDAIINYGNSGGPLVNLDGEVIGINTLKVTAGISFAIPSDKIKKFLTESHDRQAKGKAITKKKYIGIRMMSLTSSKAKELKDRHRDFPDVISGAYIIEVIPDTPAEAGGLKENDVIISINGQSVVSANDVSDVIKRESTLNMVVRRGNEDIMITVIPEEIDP
mABHD4 FP: ABHD4 (mouse) inhibition, primary FP screen; AID 720543; 370,000 compounds, 0.54% hits; Q8VD66; purified mABHD4, FP-Rh probe fluorescence polarization; inhibition, % at 8.92 µM;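 active = inhibition exceeding the mean over every tested compound plus 3 SD, cut at about 30% in these data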;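 note: 0% = plate median of compound wells and 100% = S159A mutant with DMSO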
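Assay system: wild-type mouse ABHD4 protein; compound: single nominal dose of 8.92 µM, 0.89% DMSO final; schedule: 45 min + 60 min at 25 °C; measured by: FP readout, ex 525 nm / em 598 nm; evaluation: % inhibition of FP-Rh probe binding versus controls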
UHRF1 binding: UHRF1 methyl-DNA binding inhibition | Q96T88 | UHRF1 binding to methylated oligo, TR-FRET | inhibition, % at 4.4 µM | 370,000 compounds, 0.75% hits | AID 687016; in the data active = inhibition above about 21%;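 note: UHRF1 SRA domain binding a hemimethylated CpG hairpin DNA probe; 0% = median of test compound wells and 100% = reference inhibitor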
rCAG binder: molecules binding r(CAG) RNA repeats | r(CAG) RNA repeat, TO-PRO-1 dye displacement fluorescence | inhibition, % at 3 µM | 370,000 compounds, 1.3% hits | AID 651821;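 active = inhibition above the plate cutoff, the mean of all test compounds on that plate plus 3 SD, cut at about 35% in these data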;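 note: 0% = DMSO alone and 100% = 100 µM mitoxantrone as full dye displacement; higher means more dye released from RNA so lower well fluorescence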
MBD2 DNA inh: inhibitors of human MBD2 binding to methylated oligonucleotide. TR-FRET. inhibition, % at 4.4 µM. 370,000 compounds, 0.31% hits; in the data active = inhibition above about 13%
Target sequence (Q9UBB5 whole entry, looked up): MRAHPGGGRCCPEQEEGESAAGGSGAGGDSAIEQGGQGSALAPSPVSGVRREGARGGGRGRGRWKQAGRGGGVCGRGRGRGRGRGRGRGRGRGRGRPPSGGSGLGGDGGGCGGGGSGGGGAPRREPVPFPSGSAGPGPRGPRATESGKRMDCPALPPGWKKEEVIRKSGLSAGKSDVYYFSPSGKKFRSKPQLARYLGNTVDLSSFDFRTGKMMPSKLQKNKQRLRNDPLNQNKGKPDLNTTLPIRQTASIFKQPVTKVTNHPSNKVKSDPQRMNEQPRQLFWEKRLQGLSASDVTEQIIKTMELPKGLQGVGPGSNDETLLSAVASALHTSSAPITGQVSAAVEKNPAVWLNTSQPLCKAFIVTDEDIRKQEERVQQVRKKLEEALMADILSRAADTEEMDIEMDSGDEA
PRMT1 FP inh: PRMT1 (human) inhibition, primary screen | recombinant PRMT1, activity-based probe fluorescence polarization | inhibition, % at 2.79 µM | 370,000 compounds, 1.3% hits | AID 652257;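 active = inhibition above about 21% made by adding two undisclosed values, limit read from the data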
TCR-CD3 inh: human TCR-CD3 binding inhibition | AID 651800 | 360,000 compounds, 0.37% hits | inhibition, % at 9.4 µM | TAMRA-labeled TCR probe fluorescence, biochemical; in the data active = inhibition above about 19%;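 note: recombinant mutant TCR 2C K166C tagged with TAMRA read by polarization; 0% = receptor in buffer alone and 100% = receptor with positive control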
Numbers without * were called inactive; nt = no result given.

Value order – MBD2 DNA inh, mABHD4 FP, TCR-CD3 inh, HTRA1 inh, NPR1 activator, SIAE primary, GC-B act, PRMT1 FP inh, rCAG binder, UHRF1 binding
COc1cc(/C=C2\SC(=O)NC2=O)ccc1Oc1ccc([N+](=O)[O-])cn1
  -1, -16, -3, -8, -1, -9, -5, 2, 24, -1
Cc1ccc(C(=O)OCC(=O)c2ccc(S(=O)(=O)N3CCCCC3)cc2)o1
  4, 1, -6, -16, 1, -10, -2, 7, 11, -1
Cc1coc2cc3oc(=O)c(CCC(=O)O)c(C)c3cc12
  -7, -5, -2, 2, -1, 1, -6, 0, -1, -3
COc1cc(S(=O)(=O)N2CCCCC2)ccc1NC(=O)c1ccncc1
  6, 0, -3, -1, -4, 5, -35, 5, 2, -1
C/C(=N\NC(=O)c1ccoc1C)c1cccnc1
  1, 7, 0, 3, 1, -1, -5, 1, 0, 2
COc1ccc(N(C)C2=NS(=O)(=O)c3ccccc32)cc1
  -4, 6, 0, -3, -1, 0, 0, -2, -3, -1
O=C(NCc1cccnc1)c1cccc(-c2cc3ccccc3oc2=O)c1
  -7, -2, 1, 5, 0, 0, -5, 2, 0, -4
Cc1ccc(S(=O)(=O)NCC(=O)NCC(=O)NC(C)c2ccccc2Br)cc1C (stereo not given)
  5, -8, -2, 1, -4, 12, 3, 5, 1, 1
Cc1nnc(N/N=C/c2ccccc2C(F)(F)F)n1N
  -4, -2, -8, 4, -1, 1, -3, 1, 1, 2
CN1CCn2cnc(C(=O)N3CCN(c4ccccc4)CC3)c2C1=O
  2, 2, 2, 2, 3, -3, -5, -2, 2, -1
CCN(c1ccccc1)S(=O)(=O)c1cc(C(=O)O)ccc1C
  25*, 13, 11, 4, -1, 4, 1, 6, 15, 60*
COc1cccc(-c2nc(-c3ccc(NC(=O)c4ccncc4)cc3)no2)c1
  2, -18, 0, -15, 3, -13, -4, -3, 4, 0
CCN(CC(=O)Nc1ccc2c(c1)OCCO2)CC(=O)Nc1ccccc1C(F)(F)F
  3, 32*, -2, 3, 1, 5, 1, 3, -1, 0
CC1(c2ccccc2)NC(=O)N(CC#N)C1=O (stereo not given)
  -1, 2, 3, 0, -2, 7, 5, -1, -2, 0
CCOC(=O)C1C(O)=CC(=O)CC1c1ccccc1 (stereo not given)
  2, 1, 0, -10, 2, 3, -1, 0, 10, 1

Value order – MBD2 DNA inh, mABHD4 FP, TCR-CD3 inh, HTRA1 inh, NPR1 activator, SIAE primary, GC-B act, PRMT1 FP inh, rCAG binder, UHRF1 binding
NC(Cc1ccc(O)cc1)C(=O)NN=Cc1ccccc1Cl (stereo not given)
  -4, -4, -7, nt, -4, -5, 2, -6, 6, -4
CC(C)(C#CC(O)(c1ccccc1)c1ccccc1)N1CCCC1
  -7, -2, -1, 2, -29, 2, -10, 3, -5, 0
CCC1(CC)NC(=O)N(CC(=O)OCC(=O)Nc2sccc2C#N)C1=O
  -3, 0, 4, -17, -2, 7, -1, -1, 2, -5
CC(=O)N1CCC2(CC1)C(C#N)=C(N)Oc1c2sc2nc(C)cc(C)c12
  -2, 0, 3, -2, 6, 2, 5, 2, 0, 7
Cc1cc2c(c(=O)o1)C(CCC1CCCCC1)C(C#N)=C(N)O2 (stereo not given)
  -4, -7, -4, nt, -3, -11, 0, -3, 2, -1
CCOC(=O)c1cnc(-c2ccccc2)nc1N1CC(C)OC(C)C1 (stereo not given)
  6, -7, -2, -7, -3, -10, -5, 2, -6, 2
CN1\C(=C/C=C/C=C/C=[N+](C)C)C(C)(C)c2ccccc21
  -7, -183, -39, -149, -11, -341, -11, 33*, -337, -12
Nc1[nH]c(C(=O)c2ccccc2)c(-c2cccc3ccccc23)c1C(=O)c1c(-c2ccccc2)[nH]c2ccccc12
  2, 2, nt, nt, -13, 3, -18, 1, nt, 2
CCCOc1ccc(C2(C(=O)O)CCCC2)cc1
  -6, 4, 9, -3, 4, 9, -2, -2, 2, -1
O=C1/C(=C/c2cccnc2)Oc2cc(OS(=O)(=O)c3ccc(Cl)cc3)ccc21
  -2, 1, 0, -2, -4, -3, -1, 0, 6, 3
CC(=O)c1ccc(NC(=O)Nc2ccccc2)cc1
  0, 2, -5, -15, 9, -11, 1, -1, 2, -4
O=C(O)CNC(=O)C1(N2C(=O)c3ccccc3C2=O)CCCC1
  5, -1, 3, 4, 1, 3, 5, -4, 2, 13
CC1CC(C)CN(S(=O)(=O)c2ccccc2[N+](=O)[O-])C1 (stereo not given)
  -3, -4, 1, 1, 3, 5, 3, 0, 1, 1
O=C(CSc1nnc(-c2ccccc2Cl)o1)N1CCOCC1
  4, 3, -6, 5, 9, -4, 7, 4, -1, -1
Cc1ccc(S(=O)(=O)N2CCCCC2)cc1C(=O)Nc1ccccn1
  -5, -3, 4, 0, 0, 4, 0, 1, -3, 0

Compound profiles, as listed above. Order of screens: MBD2 DNA inh	mABHD4 FP	TCR-CD3 inh	HTRA1 inh	NPR1 activator	SIAE primary	GC-B act	PRMT1 FP inh	rCAG binder	UHRF1 binding
CC(=O)N1CCC2(CC1)C(C#N)=C(N)Oc1c2sc2nc(C)cc(C)c12 is listed with -2	0	3	-2	6	2	5	2	0	7
CCC1(CC)NC(=O)N(CC(=O)OCC(=O)Nc2sccc2C#N)C1=O is listed with -3	0	4	-17	-2	7	-1	-1	2	-5

(listing goes on)
Value order – MBD2 DNA inh, mABHD4 FP, TCR-CD3 inh, HTRA1 inh, NPR1 activator, SIAE primary, GC-B act, PRMT1 FP inh, rCAG binder, UHRF1 binding
COc1ccccc1C(CNC(=O)c1ccc(S(=O)(=O)N2CCCCC2)cc1)N(C)C (stereo not given)
  -4, 7, -4, 2, 1, 12, -3, -3, -1, -2
CCN(CC)S(=O)(=O)c1ccc2oc(C(=O)N3CCOCC3)c(C)c2c1
  -4, -4, 2, -1, 3, 1, 4, 1, -3, -2
CC(C)CCNC(=O)CSc1nnc(-c2ccc(S(=O)(=O)N3CCCC3)cc2)n1C
  2, -3, 5, 3, -3, 5, -4, -3, -5, -3
Cc1ccc(SCC(=O)NC(=O)NCc2ccco2)c(C)c1
  2, -4, -3, -10, 1, -6, 4, 0, 2, 4
Cc1cccc(C2NC(c3cccc(C)c3)C([N+](=O)[O-])C(C)(C)C2[N+](=O)[O-])c1 (stereo not given)
  -4, -8, 5, -85, 4, -3, 0, -1, -1, 5
CN1CCCC(CN2c3ccccc3Sc3ccccc32)C1 (stereo not given)
  -1, 13, -1, 11, -24, 8, -15, -4, 7, 1
CC(C)COP(=O)(CNC(=O)CN1C(=O)c2ccccc2S1(=O)=O)OCC(C)C
  -2, 7, 2, 7, -2, -6, 6, -3, -3, 1
O=C(NCCc1ccccc1)C1CCC(CNS(=O)(=O)c2cccs2)CC1 (stereo not given)
  0, -8, -5, -7, 1, 5, 8, -4, -3, -1
C=CCN1CN(S(=O)(=O)c2cccs2)c2nc3ccccc3nc21
  4, 8, 1, 7, 7, -2, 1, 1, 2, 0
N=c1c2c(ccn1CCCc1ccccc1)Oc1ccc3ccccc3c1C2c1ccccc1 (stereo not given)
  12, -58, nt, nt, -33, -71, -26, -3, nt, 17
COC(=O)c1ccc2nc(-c3ccc(Cl)cc3)c(Cc3ccccc3OC)n2c1
  9, -14, -4, nt, 2, -2, 0, 2, 31, 20
CCOc1ccccc1N(C(=O)c1snc(C(N)=O)c1N)C(C(=O)NC1CCCC1)c1cccs1 (stereo not given)
  -2, -5, 1, -18, -24, -1, -14, 2, 0, 0
COc1ccccc1-c1cc(C(=O)N2CCOCC2)no1
  0, -11, -5, 4, -1, -3, 0, -2, 0, 7
Cc1ccccc1N1CCN(C2=NC(=O)/C(=C/c3cn[nH]c3-c3ccccc3)S2)CC1
  -1, 2, 8, -3, -5, 24*, -7, 0, 1, -2
COc1ccc(C2CC(=O)C(c3cccc(C)c3)=CN2Cc2ccccc2)cc1 (stereo not given)
  4, 6, -1, nt, -4, -2, 1, 2, 3, 0

Value order – MBD2 DNA inh, mABHD4 FP, TCR-CD3 inh, HTRA1 inh, NPR1 activator, SIAE primary, GC-B act, PRMT1 FP inh, rCAG binder, UHRF1 binding
CCN1C(=NCCCCO)N[C@@H](c2cccc(C(F)(F)F)c2)C(C(=O)OC)=C1C
  1, 2, 4, -3, -10, 5, -10, 1, 1, 1
O=C(CN1C(=O)C2C3C=CC(C4CC34)C2C1=O)OCC(=O)c1ccccc1 (stereo not given)
  -2, -9, 5, 4, 0, 3, 0, 2, -6, 1
COc1ccc2nc(NC(=O)C3CCN(S(=O)(=O)c4cccnc4)CC3)sc2c1
  5, -2, -2, -13, 10, -3, 2, 4, 7, 1
COc1ccc(Cl)cc1NC(=O)CN(C)C(C)C(=O)NC(=O)NC1CCCCC1 (stereo not given)
  3, 1, 3, -27, -1, -2, 3, 1, -5, -1
CCNS(=O)(=O)c1ccc(CCC(=O)Nc2ccccc2C(=O)OC)cc1
  2, -8, 3, 1, -3, 4, 6, -1, 0, 0
COc1ccc(NC(=O)CN2C(=O)COc3ccc(C)cc32)cc1
  5, -2, -12, -2, 1, 0, -3, 2, -4, 2
COc1ccc2nc(N(CCN(C)C)C(=O)/C=C/c3cccs3)sc2c1
  0, 0, 8, -16, -5, -12, -4, -1, -3, -3
O=C(Nc1ccc(Br)cc1)C1CC(O)CN1C(=O)Oc1ccccc1 (stereo not given)
  -2, -6, -5, 3, 4, 2, -2, 3, 2, 0
S=C(Nc1ccc(Br)cc1)OC1CCC12CCC(c1ccccc1)CC2 (stereo not given)
  -1, -25, nt, nt, 1, -16, -7, 1, 10, -1
CCS(=O)c1ccccc1C(=O)OCC(=O)N1CCC(c2ccccc2)=N1 (stereo not given)
  1, 5, -1, -2, 2, -4, 1, -1, -1, 0
COC(=O)Nc1ccc(S(=O)(=O)N2CCC(Cc3ccccc3)CC2)cc1
  3, -47, 2, -67, -2, -26, 3, -1, 2, 1

Filtered by structure: the compounds so far containing four or more nitrogen atoms (11)
Value order – MBD2 DNA inh, mABHD4 FP, TCR-CD3 inh, HTRA1 inh, NPR1 activator, SIAE primary, GC-B act, PRMT1 FP inh, rCAG binder, UHRF1 binding
Cc1nnc(N/N=C/c2ccccc2C(F)(F)F)n1N
  -4, -2, -8, 4, -1, 1, -3, 1, 1, 2
CN1CCn2cnc(C(=O)N3CCN(c4ccccc4)CC3)c2C1=O
  2, 2, 2, 2, 3, -3, -5, -2, 2, -1
COc1cccc(-c2nc(-c3ccc(NC(=O)c4ccncc4)cc3)no2)c1
  2, -18, 0, -15, 3, -13, -4, -3, 4, 0
CCC1(CC)NC(=O)N(CC(=O)OCC(=O)Nc2sccc2C#N)C1=O
  -3, 0, 4, -17, -2, 7, -1, -1, 2, -5
CC(=O)N1CCC2(CC1)C(C#N)=C(N)Oc1c2sc2nc(C)cc(C)c12
  -2, 0, 3, -2, 6, 2, 5, 2, 0, 7
CC(C)CCNC(=O)CSc1nnc(-c2ccc(S(=O)(=O)N3CCCC3)cc2)n1C
  2, -3, 5, 3, -3, 5, -4, -3, -5, -3
C=CCN1CN(S(=O)(=O)c2cccs2)c2nc3ccccc3nc21
  4, 8, 1, 7, 7, -2, 1, 1, 2, 0
CCOc1ccccc1N(C(=O)c1snc(C(N)=O)c1N)C(C(=O)NC1CCCC1)c1cccs1 (stereo not given)
  -2, -5, 1, -18, -24, -1, -14, 2, 0, 0
Cc1ccccc1N1CCN(C2=NC(=O)/C(=C/c3cn[nH]c3-c3ccccc3)S2)CC1
  -1, 2, 8, -3, -5, 24*, -7, 0, 1, -2
COc1ccc2nc(NC(=O)C3CCN(S(=O)(=O)c4cccnc4)CC3)sc2c1
  5, -2, -2, -13, 10, -3, 2, 4, 7, 1
COc1ccc(Cl)cc1NC(=O)CN(C)C(C)C(=O)NC(=O)NC1CCCCC1 (stereo not given)
  3, 1, 3, -27, -1, -2, 3, 1, -5, -1

The list is partial, so the mix of outcomes need not match the whole.
